Source: PubChem (several laboratories)
Diaph inh CS: diaphorase inhibitors and chemical oxidizers, primary screen, counter-screen for diaphorase-coupled primary assays, biochemical, uHTS, resorufin fluorescence; diaphorase resazurin-to-resorufin fluorescence, NADH, 16 min; bacterial (C. kluyveri) enzyme, not human; inhibition, % at 20 µM; 190,000 compounds, 0.69% hits; AID 1217, 2008;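 active = primary screen inhibition at 20 µM above a set limit, cut at about 50% in these data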;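 note: plate controls were DMSO with full reaction for no effect and wells lacking NADH for full effect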
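material = Clostridium kluyveri diaphorase enzyme | amount = 0.14 U/mL diaphorase, enzyme working solution | schedule = incubation 16 min, room temperature | detection = fluorescence of resorufin formed from resazurin, Ex 544/Em 590 nm | benchmarks = positive control minus NADH, DMSO neutral control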
PPARg SRC-1 ag: PPARgamma agonists recruiting SRC-1 coactivator, primary screen, biochemical. Peroxisome proliferator-activated receptor gamma (Homo sapiens), P37231. PPARgamma-SRC-1 coactivator recruitment biochemical assay. activation, % at 8 µM. 200,000 compounds, 0.41% hits. AID 631, 2007; in the data active = activation above about 19%;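 note: 0% = DMSO and 100% = reference agonist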
PPARg SRC3 recr: PPARgamma agonists recruiting SRC-3 coactivator, primary screen, biochemical; 200,000 compounds, 0.26% hits; activation, % at 8 µM; biochemical PPARgamma/SRC-3 coactivator recruitment assay; AID 731, 2007; in the data active = activation above about 23%;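 note: 0% = DMSO and 100% = reference agonist; some compounds past the cut are filed as inactive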
PPARg SRC-2 ag: agonists of PPARg-SRC-2 recruitment, primary screen, biochemical, HTS | Peroxisome proliferator-activated receptor gamma (Homo sapiens), P37231 | PPARgamma LBD-SRC-2 recruitment | activation, % at 8 µM | 200,000 compounds, 0.34% hits; in the data active = activation above about 22%;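 note: 0% = vehicle and 100% = reference agonist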
ROMK mod: ROMK potassium channel modulators, primary screen, cell-based, thallium flux, MLSMR library; ATP-sensitive inward rectifier potassium channel 1 (Homo sapiens), P48048; Tet-inducible ROMK, thallium flux fluorescence; actives lie on both sides; B-score at 10 µM; 130,000 compounds, 2% hits; AID 1918, 2009;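 active = signal ratio slope over the read window, or its plate-corrected B-score, at least 3 SD from the plate mean, either direction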;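 note: B-score of the F/F0 ratio slope over 7 to 12 s after thallium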
Target sequence (P48048 whole entry, looked up): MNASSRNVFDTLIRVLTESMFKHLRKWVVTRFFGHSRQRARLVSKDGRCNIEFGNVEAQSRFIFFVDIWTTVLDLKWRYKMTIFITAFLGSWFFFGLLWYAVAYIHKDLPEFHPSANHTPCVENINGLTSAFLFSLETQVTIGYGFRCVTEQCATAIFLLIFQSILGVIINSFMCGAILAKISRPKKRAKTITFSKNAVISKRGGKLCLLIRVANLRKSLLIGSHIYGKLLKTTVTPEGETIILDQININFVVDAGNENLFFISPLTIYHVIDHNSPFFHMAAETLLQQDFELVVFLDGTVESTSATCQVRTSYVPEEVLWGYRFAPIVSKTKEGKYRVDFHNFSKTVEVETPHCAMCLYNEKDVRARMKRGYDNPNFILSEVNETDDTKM
PMI act hi M6P: human PMI activators, high substrate, primary screen, biochemical, fluorescence intensity, near-saturating mannose 6-phosphate; activation factor at 20 µM; coupled PMI enzyme assay, resazurin fluorescence, 20 min; hits give high values; 1 = untreated enzyme, 0 = substrate-free blank; 190,000 compounds, 0.34% hits; Mannose-6-phosphate isomerase (Homo sapiens), P34949;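 active = activation factor of 2 or more at 20 µM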
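Test system: human phosphomannose isomerase with PGI, G6PDH, diaphorase coupling enzymes; amount: 15 ng/mL PMI; incubation: enzyme reaction with compound 20 min at room temperature; technique: resorufin fluorescence (Ex 544/Em 590 nm) from resazurin via diaphorase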
S1P3 antag: S1P3 receptor antagonists, primary screen, cell-based; AID 485, 2006; inhibition, % at 4.98 µM; Sphingosine 1-phosphate receptor 3 (Homo sapiens), Q99500; 170,000 compounds, 0.27% hits; CHO S1P3 NFAT-BLA reporter, FRET fluorescence, antagonist mode;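 active = inhibition above the plate cutoff, the mean inhibition of test wells on that plate plus 3 SD, cut at about 28% in these data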;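 note: cells challenged with S1P at its EC80 of 0.8 µM; blue over green emission ratio from cleaved BLA substrate after 4 h stimulation; 0% = S1P-stimulated wells and 100% = unstimulated DMSO-only wells; some compounds past the cut are filed as inactive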
Target sequence (Q99500 whole entry, looked up): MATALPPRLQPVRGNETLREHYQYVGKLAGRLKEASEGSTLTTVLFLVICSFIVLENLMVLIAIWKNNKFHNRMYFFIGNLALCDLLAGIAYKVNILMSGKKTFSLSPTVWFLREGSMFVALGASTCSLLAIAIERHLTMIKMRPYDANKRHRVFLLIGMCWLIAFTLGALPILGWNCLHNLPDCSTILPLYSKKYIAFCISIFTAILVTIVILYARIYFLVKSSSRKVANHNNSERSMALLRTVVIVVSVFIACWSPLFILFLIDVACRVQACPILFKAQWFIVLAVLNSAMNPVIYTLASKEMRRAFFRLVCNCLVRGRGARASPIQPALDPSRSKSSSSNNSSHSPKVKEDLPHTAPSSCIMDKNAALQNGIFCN
TR-FRET SRC-2 ct: TR-FRET signal artefacts, primary screen, artefact control for PPARgamma SRC-2 agonist project, biochemical. TR-FRET artefact counter-screen; hits give high values. TR-FRET ratio at 8 µM. 200,000 compounds, 0.4% hits. AID 1049, 2008; in the data active = TR-FRET ratio above about 2000; note: inactives centre near 1500
G6PDH counter: L. mesenteroides G6PDH inhibitors, counter-screen for G6PDH-coupled screening assays, biochemical, Leuconostoc mesenteroides enzyme; Purified L. mesenteroides G6PDH, diaphorase/resazurin coupled fluorescence, 45 min; inhibition, % at 5 µM; 200,000 compounds, 0.12% hits; glucose-6-phosphate dehydrogenase [Leuconostoc mesenteroides]; in the data active = inhibition above about 50%
PMI act: activators of human PMI, primary screen, biochemical, fluorescence intensity, near-Km mannose 6-phosphate; Mannose-6-phosphate isomerase (Homo sapiens), P34949; 190,000 compounds, 0.005% hits; purified human PMI, coupled resazurin fluorescence, 20 min; hits give high values; 1 = vehicle control, 0 substrate-free wells; activation factor at 20 µM;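 active = activation factor of 2 or more at 20 µM, relative to plate controls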
Diaphorase act: compounds boosting diaphorase resazurin reduction – biochemical, uHTS, resorufin fluorescence, counter-screen for diaphorase-coupled primary assays, primary screen; Diaphorase/resazurin coupled assay, 16 min; hits give high values; 1 = vehicle wells, 0 = NADH-free wells; activation factor at 20 µM; 190,000 compounds, 0.005% hits;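 active = diaphorase activity raised at least twofold by the compound at 20 µM; inactive = activation factor below 2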
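test system = bacterial diaphorase enzyme (C. kluyveri) | quantity = enzyme 0.07 U/mL final | reagent = NADH substrate 0.114 mM plus resazurin dye 0.1 mM, final | incubation = 16 min enzyme reaction, ambient temperature | buffer or medium = HEPES pH 7.4 buffer with MgCl2 and Tween 20 | signal = fluorescence of resorufin, 544 nm excitation, 590 nm emission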
* = called active by the depositor; · = not tested or not shown; & = joins results of further samples; ! = a repeat was not active.

item	Molecule	Diaph inh CS	PPARg SRC-1 ag	PPARg SRC3 recr	PPARg SRC-2 ag	ROMK mod	PMI act hi M6P	S1P3 antag	TR-FRET SRC-2 ct	G6PDH counter	PMI act	Diaphorase act
1	Cc1cc(Nc2cccc(Cl)c2C)n2ncnc2n1	7	6	4	-1	0.45	1	1	1627	14	1	0.9
2	Cc1cccc(C)c1NC(=O)CS(=O)CC(=O)NC1CCN(Cc2ccccc2)CC1 (centres undefined)	13	10	5	5	-0.11	1	8	1451	-1	1	0.9
3	CCOC(=O)c1c(C2CC2)csc1NC(=O)COC(=O)c1cnc(Cl)c(Cl)c1	9	8	5	11	·	0.9	-14	1637	-24	0.9	0.9
4	COc1ccc(-c2ccc(SCC(=O)NCc3ccco3)nn2)cc1	17	-4	-6	-7	·	0.9	-14	1313	1	1	0.8
5	O=C(CC12CC3CC(CC(C3)C1)C2)NCO	7	9	-8	-3	0.11	1	-10	1549	4	1	0.9
6	COC(=O)c1ccccc1S(=O)(=O)N(CCCO)Cc1cc2c(C)ccc(C)c2[nH]c1=O	5	3	2	11	-1.9	1	-2	1484	-21	0.9	0.9
7	CCc1cccc(NC2c3ccccc3C(=O)N2c2ccc(C)cn2)c1 (centres undefined)	17	2	-8	1	·	0.9	18	1612	2	0.9	0.8
8	CCn1nc(C(=O)OCC(=O)NC(C)C)c2ccccc2c1=O	2	0	-2	-7	1.2	1.1	-16	1233	3	1.1	1
9	O=C(c1ccc(F)cc1)C1CCN(C(=O)N2CCOCC2)CC1	12	0	1	-2	·	1	-8	1743	10	1	0.9
10	O=C(NC(=S)Nc1ccc(N2CCCCC2)cc1)c1cccs1	32	10	12	-1	·	0.9	·	1619	-30	0.7	0.7
11	Cc1nnc(NC(=O)c2ccc3c(c2)C(=O)N(CC2CCCO2)C3=O)s1 (centres undefined)	4	-1	-3	-2	·	1	-11	1444	11	0.8	1
12	CCn1cc(C2=NOC(C(=O)Nc3c(C)nn(Cc4ccc(F)cc4)c3C)C2)c(C)n1 (centres undefined)	7	-8	-2	-9	·	1	5	1512	-9	0.9	0.9

One compound at a time, from the list above:
CCn1nc(C(=O)OCC(=O)NC(C)C)c2ccccc2c1=O as listed: Diaph inh CS = 2; PPARg SRC-1 ag = 0; PPARg SRC3 recr = -2; PPARg SRC-2 ag = -7; ROMK mod = 1.2; PMI act hi M6P = 1.1; S1P3 antag = -16; TR-FRET SRC-2 ct = 1233; G6PDH counter = 3; PMI act = 1.1; Diaphorase act = 1
COC(=O)c1ccccc1S(=O)(=O)N(CCCO)Cc1cc2c(C)ccc(C)c2[nH]c1=O as listed: Diaph inh CS = 5; PPARg SRC-1 ag = 3; PPARg SRC3 recr = 2; PPARg SRC-2 ag = 11; ROMK mod = -1.9; PMI act hi M6P = 1; S1P3 antag = -2; TR-FRET SRC-2 ct = 1484; G6PDH counter = -21; PMI act = 0.9; Diaphorase act = 0.9

(cont.)
item	Molecule	Diaph inh CS	PPARg SRC-1 ag	PPARg SRC3 recr	PPARg SRC-2 ag	ROMK mod	PMI act hi M6P	S1P3 antag	TR-FRET SRC-2 ct	G6PDH counter	PMI act	Diaphorase act
13	O=C1CC(c2ccc(F)cc2)Cc2nc(NCC3CCCO3)ncc21 (centres undefined)	2	2	2	9	·	1.1	·	1581	8	1	1
14	C=C(C)CN(CC)C(=O)CSc1nc(O)cc(=O)n1C1CCCC1	13	1	2	8	0.32	1	-9	1734	1	0.9	0.9
15	CCOC(=O)c1cc2c(nc1C)-c1cc(Cl)cc(Cl)c1OC2O (centres undefined)	1	1	6	-1	1.5	0.9	-9	1608	0	1.1	1
16	CC1(C(=O)O)Cc2ccccc2C(=O)O1 (centres undefined)	8	-1	1	-3	·	1	·	1553	-2	0.9	0.9
17	CCCNc1nc2c(c(=O)[nH]c(=O)n2C)n1Cc1ccc(F)cc1	17	0	-2	6	·	0.9	-18	1600	-8	1	0.8
18	Cc1cc(C(=O)CC#N)c(C)n1CC(F)(F)F	-2	-3	-7	-9	-0.15	1.1	18	1729	3	1.1	1
19	O=C(NCc1ccco1)c1c(F)c(F)c(F)c(C(=O)NCc2ccco2)c1F	10	3	-4	0	·	1	-7	1577	5	1.1	0.9
20	CC1CN(C(=O)N2c3ccccc3Sc3ccccc32)CC(C)O1 (centres undefined)	18	-2	2	8	-0.015	0.9	3	1618	-4	0.9	0.8
21	Cc1ccc(Cl)cc1N1CCN(C(=O)Cc2csc(Nc3nc(=S)[nH]c4ccccc34)n2)CC1	-11	8	2	1	1.8	1.1	-18	1737	-5	1.1	1.1
22	Clc1ccccc1-c1nn2c(Cn3cnc4ccccc43)nnc2s1	5	5	-1	6	·	1	-22	1426	4	0.8	0.9
23	O=C(Nc1ccc(Cl)cc1)N1CCC(c2nc(-c3cccs3)no2)CC1	1	0	4	4	-0.21	1	-5	1743	2	0.9	1
24	CCN(CC)c1ccc(/C=C(\C#N)C(=O)c2ccc(Br)cc2)cc1	9	6	-4	0	·	1	2	1581	4	0.9	0.9

4 entries drawn at random from the list so far:
item	Molecule	Diaph inh CS	PPARg SRC-1 ag	PPARg SRC3 recr	PPARg SRC-2 ag	ROMK mod	PMI act hi M6P	S1P3 antag	TR-FRET SRC-2 ct	G6PDH counter	PMI act	Diaphorase act
15	CCOC(=O)c1cc2c(nc1C)-c1cc(Cl)cc(Cl)c1OC2O (centres undefined)	1	1	6	-1	1.5	0.9	-9	1608	0	1.1	1
22	Clc1ccccc1-c1nn2c(Cn3cnc4ccccc43)nnc2s1	5	5	-1	6	·	1	-22	1426	4	0.8	0.9
14	C=C(C)CN(CC)C(=O)CSc1nc(O)cc(=O)n1C1CCCC1	13	1	2	8	0.32	1	-9	1734	1	0.9	0.9
13	O=C1CC(c2ccc(F)cc2)Cc2nc(NCC3CCCO3)ncc21 (centres undefined)	2	2	2	9	·	1.1	·	1581	8	1	1

Remaining list, next part
item	Molecule	Diaph inh CS	PPARg SRC-1 ag	PPARg SRC3 recr	PPARg SRC-2 ag	ROMK mod	PMI act hi M6P	S1P3 antag	TR-FRET SRC-2 ct	G6PDH counter	PMI act	Diaphorase act
25	Cc1ccc(S(=O)(=O)N2CCN(S(=O)(=O)N3CCCCCC3)CC2)cc1	-3	3	-6	-4	·	1	0	1303	10	1	1
26	CCOC(=O)C1CCCN(C2CC(=O)N(c3cccc(C(F)(F)F)c3)C2=O)C1 (centres undefined)	13	-1	-3	-1	0.095	1	-38	1424	-16	1	0.9
27	Cc1nn(CC#N)c(=O)n1-c1ccc(Cl)cc1	7	3	2	10	-0.011	0.9	10	1548	12	1	0.9
28	CC1=Nc2ccccc2/C1=C/c1sc(=O)n(CC(=O)N2CCCC2)c1O	14	11	14	13	·	0.9	·	1790	5	0.9	0.9
29	CC1Cc2cc(/C(O)=C3/C(=O)C(=O)N(CCN4CCOCC4)C3c3cccc(O)c3)ccc2O1 (centres undefined)	10	-4	6	3	·	1.2	-9	1429	-18	1.1	0.9
30	Cc1ccc(NC(=O)c2cc(-c3ccco3)on2)cc1C	1	-6	-3	6	·	1.1	8	1595	6	0.9	1
31	COc1ccc(N2C(=O)c3ccccc3C2=O)cc1	·	5	5	-2	0.5	·	-6	1431	13	·	·
32	COc1ccc(/C(O)=C2\C(=O)C(=O)N(Cc3ccco3)C2c2cc(OC)ccc2OC)cc1 (centres undefined)	20	4	-1	-2	-0.0044	1	·	1844	4	1.1	0.8
33	O=C(Nc1cccc(Cl)c1Cl)c1ccncc1	4	-4	-2	-3	-0.09	1	·	1427	3	1	1
34	CCCCCCCCC/C(=N\O)c1ccccn1	10	0	5	11	·	1	·	1596	2	1	0.9
35	O=C(NCCc1ccccc1F)C(=O)Nc1nccs1	9	7	9	-2	-0.49	0.9	·	1635	2	1	0.9
36	Cc1ccc2c(c1)N=C(c1ccc(F)cc1)CO2	7	3	-6	1	·	0.9	·	1379	3	1	0.9

item	Molecule	Diaph inh CS	PPARg SRC-1 ag	PPARg SRC3 recr	PPARg SRC-2 ag	ROMK mod	PMI act hi M6P	S1P3 antag	TR-FRET SRC-2 ct	G6PDH counter	PMI act	Diaphorase act
37	COC(=O)C1=NN(c2ccccc2)C2(S1)S/C(=C\c1ccccc1)C(=O)N2c1ccccc1 (centres undefined)	9	4	6	5	1.7	1	·	1651	4	0.9	0.9
38	CC(Sc1ccc2ccccc2n1)C(=O)O (centres undefined)	8&14	30*!	37*	23*	-0.11	1&1	·	2286*	3&-3	1.1&0.9	0.9&0.9
39	O=C1CC(c2cccc([N+](=O)[O-])c2)c2ccc3ccccc3c2N1 (centres undefined)	30	-1	4	-1	-1.5	0.9	·	1434	0	0.8	0.7
40	COc1ccc(S(=O)(=O)N2CCC(N3CCN(c4ccccc4)CC3)CC2)cc1	-10	-4	5	10	·	1.1	·	1507	3	1	1.1
